Assay outcomes from PubChem.
DUSP3 inh – VHR1 (DUSP3) phosphatase inhibition; inhibition, % at 20 µM; AID 1992; P51452; actives 0.7% (n = 50,000); recombinant VHR phosphatase, colorimetric substrate read-out; in the data active = inhibition above about 60%; note: some results filed as inactive read as strong as hits
Target sequence (P51452 whole entry, looked up): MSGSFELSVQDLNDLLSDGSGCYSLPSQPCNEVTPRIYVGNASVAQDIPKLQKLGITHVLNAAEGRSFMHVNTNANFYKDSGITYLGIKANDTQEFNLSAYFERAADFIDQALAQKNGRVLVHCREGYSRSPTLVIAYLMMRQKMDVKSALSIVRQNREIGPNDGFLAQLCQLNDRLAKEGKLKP
* hit, by the source's call.

SMILES	DUSP3 inh
CC(C)CC(=O)NC(NC(=S)Nc1ccccc1Br)C(Cl)(Cl)Cl (stereo unspecified)	-14
CCC/C(C(=O)OCC)=C(/C)NCCN/C(C)=C(\CCC)C(=O)OCC	-2
Nc1cccc(C(=O)Nc2ccc(C(=O)O)cc2)c1	-34
CC(O)Cn1c2ccc(Cl)cc2c2cc(Cl)ccc21 (stereo unspecified)	-8
COC(=O)c1c(NC(=O)c2ccc(C)cc2)sc2c1CCCCC2	-6
Cc1ccc(C)c(NC(=O)c2cccc(Cl)c2)c1	-2
Cc1ccc(N(CC(=O)Nc2cccc(C(F)(F)F)c2)S(=O)(=O)c2ccc(F)cc2)cc1	-2
Cc1cc(Br)ccc1NC(=O)Cn1cnc2c1c(=O)n(C)c(=O)n2C	11
O=C(N=Nc1c(O)[nH]c2ccc([N+](=O)[O-])cc12)c1ccc2c(c1)OCO2	-14
O=[N+]([O-])c1ccccc1NCCNS(=O)(=O)c1ccc(Cl)cc1	-7
COc1ccc(C=C2C(=O)N(C)C(=O)N(C)C2=O)c(OC)c1OC	-14
COc1ccc(Cl)cc1C(=O)Nc1cc(C)on1	18
Cc1nc2ccc(C(=O)O)cc2c2c1CC(C)O2 (stereo unspecified)	15
CCC(=O)Nc1cccc(NC(=O)c2ccc(C(C)(C)C)cc2)c1	-24
COc1ccc(OC)c(C=NN2CCN(Cc3ccc(C)cc3C)CC2)c1	-28

In another format: results already given
smiles,DUSP3 inh
CC(C)CC(=O)NC(NC(=S)Nc1ccccc1Br)C(Cl)(Cl)Cl (stereo unspecified),-14
CCC/C(C(=O)OCC)=C(/C)NCCN/C(C)=C(\CCC)C(=O)OCC,-2
Nc1cccc(C(=O)Nc2ccc(C(=O)O)cc2)c1,-34
CC(O)Cn1c2ccc(Cl)cc2c2cc(Cl)ccc21 (stereo unspecified),-8

New compounds follow.
SMILES	DUSP3 inh
O=C(/C=C/Nc1ccccc1NS(=O)(=O)c1ccccc1)c1ccc2c(c1)OCO2	-1
c1ccc(-c2nnc(-c3cccc(-c4nnc(-c5ccccc5)o4)c3)o2)cc1	2
O=[N+]([O-])c1ccc2c(c1)S(=O)(=O)N=C2Nc1ccc(Br)cc1	-6
O=c1c(-c2ccc(Cl)cc2)c(C(F)(F)F)oc2cc(O)ccc12	4
CCCCCCCCNC(=O)CCC(=O)O	-15
O=C1CN(C(=O)c2cc([N+](=O)[O-])c(N3CCCCC3)c([N+](=O)[O-])c2N2CCCCC2)c2ccccc2N1	-5
COc1ccc(OC)c(NC(=O)CSc2nc3ccccc3o2)c1	-17
C#Cc1cccc(NC(=O)c2ccc(-c3ccccc3)cc2)c1	6
Cc1cccc(OCC(=O)Nc2ccc(Br)cc2)c1C	-6
Cc1sc(NC(=O)COc2ccc(Cl)cc2Cl)c(C#N)c1C	-33
COc1ccc2ccccc2c1/C=C1\SC(=S)N(CC(=O)O)C1=O	-9
O=C(NCCCNC(=O)Nc1ccccc1)Nc1ccccc1	-5
COc1ccccc1N1CCN(C(=O)c2ccc(OC)c([N+](=O)[O-])c2)CC1	10
CN(C)c1ccc(CC2(CC(=O)c3ccccc3)C(=O)c3ccccc3C2=O)cc1	10
Cc1cc(Br)cc2c1NC(=O)C21OCCO1	-25
COc1ccc(C(=O)/C=C/Nc2c(C)n(C)n(-c3ccccc3)c2=O)cc1OC	14
Cc1cccc(N2CCN(C(=O)C(Cl)(Cl)Cl)CC2)c1C	-4
O=C(CSc1nnc(-c2ccco2)n1-c1ccccc1)NCCc1ccccc1	3
CC1=NN(c2cccc(Cl)c2)C(=O)/C1=C/C=C/c1cccc([N+](=O)[O-])c1	6
O=C(COc1ccc(Cl)cc1)N1CCN(C(=O)c2ccncc2)CC1	-4
O=C(Nc1cc(-c2ccc(F)cc2)[nH]n1)c1cccs1	-18
COc1ccc(-n2c(=O)c3c4c(sc3n3c(SCC(N)=O)nnc23)COC(C)(C)C4)cc1	9
O=C(N/N=C/c1cc([N+](=O)[O-])cc(Br)c1O)c1ccncc1	-9
Cc1cc(C)c(NC(=O)C(C)Sc2nc3ccccc3s2)c(C)c1 (stereo unspecified)	-5
CCCOC(=O)c1c(-c2ccc(OC)c(OC)c2)csc1N	20
Cc1ccc(CC2S/C(=N\N=C\c3ccc(O)cc3)NC2=O)cc1 (stereo unspecified)	-30
COc1ccc(CC(=O)c2ccc(OC)c(OC)c2)cc1OC	-24
CCCCNCCOc1cccc(Cl)c1Cl	-37
CCOC(=O)c1sc(NC(=O)COc2ccc(Cl)cc2C)c(C(=O)OCC)c1C	-4
CCOc1ccc(-c2nnc(NC(=O)Nc3ccc(Cl)c(Cl)c3)s2)cc1	2

Molecules from the list above that contain a CF3 group (two):
SMILES	DUSP3 inh
Cc1ccc(N(CC(=O)Nc2cccc(C(F)(F)F)c2)S(=O)(=O)c2ccc(F)cc2)cc1	-2
O=c1c(-c2ccc(Cl)cc2)c(C(F)(F)F)oc2cc(O)ccc12	4

(more compounds)
SMILES	DUSP3 inh
Cc1ccc(C(=O)NCCCNc2ccc(Cl)cc2[N+](=O)[O-])cc1	-22
O=C(O)c1ccc(-c2ccc([N+](=O)[O-])cc2Cl)o1	27
O=C1c2ccc3c4c(ccc(c24)C(=O)N1CCOc1ccccc1)CC3	-10
C=CCn1c2ccccc2c2nnc(SCC(=O)Nc3cc(C)on3)nc21	-2
CCN(CC)c1ccc(C(=O)Nc2ccc(F)c(Cl)c2)cc1	-40
O=C(O)CCCCCN1C(=O)C(=O)/C(=C(/O)c2ccc(F)cc2)C1c1ccc(F)cc1 (stereo unspecified)	16
COc1ccc(-c2nc3cc(NC(=O)COc4ccccc4[N+](=O)[O-])ccc3o2)cc1Br	8
COC(=O)C1=CN(Cc2cccs2)C=C(C(=O)OC)C1c1cc(OC)c(OC)c(OC)c1	-16
COc1ccc(C(=O)NCCC2=CCCCC2)cc1OC	3
CC1=C(C(=O)Nc2ccccc2C)C(c2ccc(C)cc2)NC(=O)N1 (stereo unspecified)	100
CC(C)N=C1NS(=O)(=O)c2cc([N+](=O)[O-])ccc21	-36
CN=C(Nc1ccccc1)SC1CC(=O)N(c2cccc(OC)c2)C1=O (stereo unspecified)	-7
O=C(CN1C(=O)/C(=C\c2ccccc2F)SC1=S)Nc1cccc(C(=O)O)c1	-2
CCN(CC)c1ccc(NC(=O)COc2cccc(C)c2)cc1	9
COc1ccc(/C=N\NC(=O)c2ccc(Br)cc2)cc1Cl	-10

6 entries drawn at random from the list so far:
SMILES	DUSP3 inh
CCN(CC)c1ccc(NC(=O)COc2cccc(C)c2)cc1	9
CN=C(Nc1ccccc1)SC1CC(=O)N(c2cccc(OC)c2)C1=O (stereo unspecified)	-7
CC1=C(C(=O)Nc2ccccc2C)C(c2ccc(C)cc2)NC(=O)N1 (stereo unspecified)	100
COc1ccc(-c2nc3cc(NC(=O)COc4ccccc4[N+](=O)[O-])ccc3o2)cc1Br	8
CC(C)N=C1NS(=O)(=O)c2cc([N+](=O)[O-])ccc21	-36
COC(=O)C1=CN(Cc2cccs2)C=C(C(=O)OC)C1c1cc(OC)c(OC)c(OC)c1	-16

(list continues)
SMILES	DUSP3 inh
COc1ccc(OCCNC(=O)c2ccc(I)cc2)cc1	5
CCOc1ccc(C(=O)Nc2ccc(NC(=O)c3ccco3)c(OC)c2)cc1[N+](=O)[O-]	-3
CCOc1ccc(NC(=O)CN(c2ccc(C)cc2)S(=O)(=O)c2ccc(OCC)cc2)cc1	-15
O=C1NC(=O)N(c2cccc(Br)c2)C(=O)/C1=C/c1ccc(O)cc1	38
CCc1ccccc1NC(=O)c1ccc(Cl)c([N+](=O)[O-])c1	-29
O=S(=O)(Cc1ccccc1)CC(O)COCc1ccc(Cl)cc1 (stereo unspecified)	-2
CC12CN3CCN(C1)CC(C)(C3)C2NC(=S)Nc1ccccc1 (stereo unspecified)	22
N#C/C(=C\c1ccc(O)cc1)c1nc(-c2ccc(-c3ccccc3)cc2)cs1	5
Cc1ccc(C(=O)N/C(=C\c2sccc2C)C(=O)NCc2ccco2)cc1	-7
COC(=O)c1c(NC(=O)CCCOc2ccccc2)sc2c1C(C(=O)OC)CC2 (stereo unspecified)	-4
Cc1n[nH]c(C)c1CCC(=O)N/N=C/c1c(Cl)cccc1Cl	0
Cc1nc2cc(-c3cccc(F)c3)nn2c(C)c1Cl	-12
COc1ccc(/C=C/C(=O)Oc2ccc(C)c(C)c2)cc1OC	7
O=C1NC(=O)C(=Cc2ccc(-c3ccccc3C(=O)O)o2)C(=O)N1	9
COc1ccc(C(=O)ON=C2c3ccccc3-c3ccccc32)cc1[N+](=O)[O-]	-15
CCC(=O)N1c2ccccc2NC2=C(C(=O)CC(C)(C)C2)C1c1ccc(-c2cccc([N+](=O)[O-])c2)o1 (stereo unspecified)	0
CCC(C(=O)Nc1nc2ccccc2s1)c1ccccc1 (stereo unspecified)	-2
CCOC(=O)c1c(N)sc(C)c1-c1ccc(CC(C)C)cc1	64*
O=C(Nc1ccc2oc(-c3cccc4c(Br)cccc34)nc2c1)c1ccco1	4
CS(=O)(=O)N(CC(=O)Nc1cc(Cl)cc(Cl)c1)c1cccc(Cl)c1	-10
O=C(NC(=S)Nc1ccc(Cc2ccncc2)cc1)c1ccccc1	4
CN(C)/C=C1\N=C(c2ccccc2Br)OC1=O	12
Cc1cc(OCCc2c(C)n[nH]c2C)ccc1Cl	30
COc1ccc(C(=O)c2c(C)oc3ccc(O)cc23)cc1OC	-2
O=C1CC(CC(=C2C(=O)CCCC2=O)N2CCCC2)CC(=O)N1	-11
O=C(NC1CCCCC1)C1CC(=O)N(c2cccc([N+](=O)[O-])c2)C1 (stereo unspecified)	1
COc1ccc(OC)c(N(CC(=O)Nc2ccccc2Br)S(C)(=O)=O)c1	-16
COc1ccc(CC(=O)Nc2oc(-c3ccccc3)c(-c3ccccc3)c2C#N)cc1	-2
CCN(CC)c1ccc(NC(=O)/C=C/c2cc(Br)ccc2OC)cc1	-20
CC(C)C(=O)Nc1ncc2c(n1)CC(c1ccccc1)CC2=O (stereo unspecified)	-2
NS(=O)(=O)c1ccc(CCNC(=O)Nc2cccc(Cl)c2)cc1	10
CCN(CC)/C(=C\C(=O)c1ccc(C)cc1)c1ccccc1	1
O=C(Nc1ccc(F)c(Cl)c1)c1cc2n(n1)C(C(F)(F)F)CC(c1cccs1)N2 (stereo unspecified)	4
CN(/C=C/C=C1\CC/C(=C\C=C\N(C)c2ccccc2)C1=O)c1ccccc1	2
Cc1ccccc1-c1nc2ccccc2c(=O)n1/N=C/c1ccc([N+](=O)[O-])cc1	-92
O=C(NCCc1cccc(C(F)(F)F)c1)C(=O)Nc1ccccc1	-33
COc1ccc(-c2nnc(NC(=O)c3ccccc3C)s2)cc1OC	-47
COc1ccc(NCN2C(=O)S/C(=C/c3ccc(SC)cc3)C2=O)cc1	7
CCc1cc2c(C)c(CC)c(=O)oc2cc1OC	-6
COc1ccc(CNc2cccc(C)c2)cc1Br	-10
COc1ccccc1-c1nnc(NC(=O)Nc2ccc(Cl)c(Cl)c2)s1	-2
Cc1ccc(/C=C2\C(=O)NC(=S)N(c3ccc(C)cc3)C2=O)cc1	27
COc1ccccc1C(=O)N/N=C/c1ccc(N2Cc3cc(C)c(C)cc3C2)cc1	25
Cc1ccc(C=C2C(=O)N(C)C(=O)N(C)C2=O)o1	-6
COc1ccc(NC(=O)CN(c2ccc(Oc3ccccc3)cc2)S(C)(=O)=O)cc1OC	-3
CCCc1cc(=O)oc2cc(C)cc(OCC(C)=O)c12	-13
O=C1C=C(NCc2ccncc2)CC(c2ccccc2)C1 (stereo unspecified)	7
CC(=O)NC1=NC(=O)/C(=C\c2ccc3c(c2)OCO3)S1	-7
COc1ccc(/C=N/NC(=O)C2CC(=O)N(c3ccc(Cl)cc3)C2)cc1 (stereo unspecified)	-8
C/C(=N\NC(=O)c1cc(C)[nH]n1)c1ccc(Br)cc1	-9
Cc1nc2cc(-c3ccccc3Cl)[nH]n2c(=O)c1C	1
O=C(NCCN1CCc2ccccc21)c1cccs1	86
CC1=C(C(=O)Nc2ccccc2)C(c2ccc(N(C)C)cc2)NC(=S)N1 (stereo unspecified)	-6
C=C(C)Cn1c(=S)[nH]c2sc3c(c2c1=O)CC(C)(CC)OC3 (stereo unspecified)	-9
O=C(O)CCC(=O)N1N=C(c2c(-c3ccccc3)c3cc(Cl)ccc3[nH]c2=O)CC1c1ccco1 (stereo unspecified)	15
O=C(CC1S/C(=N\N=C\c2ccccc2)NC1=O)Nc1ccc(Cl)cc1Cl (stereo unspecified)	-5
CC1=Nc2ccccc2/C1=C/c1c(O)n(-c2ccc(Cl)cc2)c(=O)[nH]c1=O	8
Cc1cccc(NC(=O)c2ccccc2[N+](=O)[O-])c1	-18
Cc1ccc(OCCNC(=O)c2cccc3ccccc23)cc1	-14
COc1ccc(NC(=O)CCOc2ccccc2)c(OC)c1	-3
(next part)
SMILES	DUSP3 inh
COc1cccc(-n2c(O)c(C=NCc3ccccc3F)c(=O)[nH]c2=O)c1	-10
O=C1c2ccccc2NC(c2ccco2)N1O (stereo unspecified)	3
Oc1ccc2ccccc2c1C=Nc1ccc2oc(-c3ccccc3Br)nc2c1	-5
C/C(=N\NC(=O)c1cc(C(C)(C)C)[nH]n1)c1cccc([N+](=O)[O-])c1	-11
COc1cccc(OCCCNC(C)(C)C)c1	-43
CCOC(=O)c1c(-c2ccccc2)oc2ccc(O)c(CN3CCCC(C)C3)c12 (stereo unspecified)	11
CCOC(=O)c1c(C)oc2cc(Br)c(OC(C)C(=O)OCC)cc12 (stereo unspecified)	0
Cc1onc(-c2c(Cl)cccc2Cl)c1C(=O)NCCc1ccccc1	-7
Cc1[nH]nc2c1C(C1CC=CCC1)C(C#N)=C(N)O2 (stereo unspecified)	-5
COCCNC(=O)CC12CC3CC(C1)CC(CC(=O)NCCOC)(C3)C2	-19
CCc1nc2ccc(Oc3ccc4nc(CC)[nH]c4c3)cc2[nH]1	-10
CCN1C(=O)/C(=C\c2ccc(-c3ccc(I)cc3)o2)SC1=S	5
COc1ccc(C(NC=O)c2ccc(OC)c(OC)c2)cc1 (stereo unspecified)	2
C/C(=N/n1cnnc1)c1ccc(NS(=O)(=O)c2ccc(Br)cc2)cc1	-5
O=C(NCCCO)C(=O)NCc1ccc(Cl)cc1	0
Cc1ccc(C)c(NC(=O)CCCCCCCCCCC2CCCO2)c1 (stereo unspecified)	-3
O=C(CN1C(=O)c2cccc3cccc(c23)C1=O)N1CCCC1	15

Not all compounds are listed; rates above refer to the full screens.
